CCT modulator: cytosolic chaperonin activity modulation; purified chaperonin ATPase assay, HTRF ADP detection, 30 min; activity change, % (no concentration beside the values), hits read low; 0.3% of 360,000 active; in the data active = activity change below about -30%; also: % is scaled to controls: 0 for no effect and ±100 for the full control effect
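We incubate TRiC, 40 or 20 nM final, with library compounds at 76 uM and 10 uM ATP for 30 min at 37 °C. ADP formed is detected with Transcreener HTRF reagents after 30 min at room temperature.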
pAkt inh: inhibitors of Akt phosphorylation. activity change, % for hits at 50 µM. AID 651550. Neuro2A IGF-stimulated pAkt S473 HTRF, 20 min; stronger effect = lower value. 0.32% of 360,000 active; in the data active = activity change below about -80%; inconclusive = mostly about -51% to -80%; also: % is scaled to controls: 0 for no effect and ±100 for the full control effect
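Neuro2A cells (4,500/well, DMEM with 0.5% FBS) were treated with compound at a single 50 µM final concentration, stimulated with 6 nM IGF for 20 min at 37 °C, and lysed. Phospho-Akt Ser473 was read by HTRF as 665/615 ratio ×10^4.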
TGFb inhibitor: blocks TGF-b signaling. HepG2 CAGA-GFP TGF-b/SMAD3 reporter, GFP fluorescence, 18 h; TGF-beta stimulated, 500 pg/mL final. Potency, µM (titrated, usually from 46.1 µM), without a hit: at the top dose activity, negative = inhibition, usual class: inhibitors. 1.2% of 410,000 active. AID 588855; also: potency is read from the fitted curve at half-maximal effect; % is scaled to controls: 0 for no effect and ±100 for the full control effect; nearly all actives have a fitted effect of over 65% in size
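Inhibition of TGF-beta-driven CAGA-GFP reporter expression in HEPG2 cells is measured by cellular GFP fluorescence after 18 h stimulation with 500 pg/mL recombinant TGF-beta in 1% FBS medium at 37 degrees C.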
ATXN viability: cell viability loss in ATXN counter-screen; S2 cells (HEK-293 line with an ATXN2-luciferase reporter) viability, CellTiter-Fluor protease fluorescence, 24 h; Potency, µM (titrated, usually from 56.7 µM), usual class: cytotoxic; 0.49% of 400,000 active; AID 651635; also: potency is read from the fitted curve at half-maximal effect; nearly all actives have a fitted effect of over 40% in size
Nrf2 ARE act: Nrf2 pathway activation | AREc32 ARE-luciferase reporter (MCF7-derived line), luminescence, 24 h | Potency, µM (series often up to 46.1 µM), for the others: at the top dose activation, actives largely listed as activators | 0.31% of 410,000 active | AID 624171; also: potency is read from the fitted curve at half-maximal effect; % of control where 0% means no effect; nearly all actives have a fitted effect of over 65% in size
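Nrf2 activation is followed as ARE-luciferase induction in the AREc32 line after one day of compound treatment; luminescence is read with Steady-Glo.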
HepG2 tox: counter-screen for TGF-b inhibitors: cytotoxicity in HepG2 cells; Potency, µM (titrated, usually from 46.1 µM), for inactives: at the top dose activity change, negative = cytotoxicity, hits mostly cytotoxic; HepG2 CAGA-GFP viability, ATP luminescence, 18 h; 0.76% of 410,000 active; also: potency is read from the fitted curve at half-maximal effect; some results filed as inactive show a strong effect at the top dose
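CellTiter-Glo luminescence gave cytotoxicity after 18 hours at 37 degrees C. The cells were HepG2 CAGA-GFP in 1% FBS DMEM, stimulated with 500 pg/mL TGF-beta after compound addition. %Activity was normalised to no-cell wells (complete cell-killing) and DMSO (no toxicity), and curves were fitted and classified.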
MmCpn inh: M. maripaludis TRiC chaperonin inhibition; AID 504842; 0.031% of 330,000 active; Potency, µM (series often up to 76.9 µM), for inactives: at the top dose activity, negative = inhibition, hits mostly inhibitors; purified Mm-Cpn ATPase, ADP Transcreener TR-FRET; also: potency is read from the fitted curve at half-maximal effect; % is scaled to controls: 0 for no effect and ±100 for the full control effect; nearly all actives have a fitted effect of over 80% in size
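Compound-treated chaperonin, 25 nM final, turns over 10 uM ATP at 37°C for 30 min following a 10 min preincubation; ADP generated competes with ADP-d2 for Eu-cryptate antibody, lowering FRET.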
Nrf2 block: inhibitors of Nrf2 signaling | 2.1% of 360,000 active | Potency, µM (series often up to 46 µM), for inactives: at the highest dose activity change, negative = inhibition, usual class: inhibitors | A549 ARE-Fluc reporter, luciferase luminescence, 18-24 h; also: potency is read from the fitted curve at half-maximal effect; % is scaled to controls: 0 for no effect and ±100 for the full control effect; nearly all actives have a fitted effect of over 60% in size
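Nrf2 activity is the BugLite luminescence, read 15 min after reagent at room temperature, following CellTiter-Fluor cytotoxicity readout (30 min, 37C). Compound titrations were applied for 18-24 h to 5000 A549 ARE_Fluc cells/well in 5% FBS OPTI-MEM.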
A549 viability: A549 cytotoxicity, counter-screen for Nrf2 inhibitors | 0.16% of 390,000 active | AID 504648 | A549 ARE-Fluc cells, CellTiter-Fluor viability, 18-24 h | Potency, µM (series often up to 46 µM), for the others: at the highest dose activity change, negative = cytotoxicity, actives largely listed as inhibitors; also: potency is read from the fitted curve at half-maximal effect; % is scaled to controls: 0 for no effect and ±100 for the full control effect
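A549 ARE-Fluc cells in 5% FBS OPTI-MEM, 5000 cells/well, rested 2 h then exposed to compounds in concentration-response for 18-24 h at 37 °C. Viability by CellTiter-Fluor fluorescence (Ex 405/Em 525) after 30 min; luciferase luminescence (BugLite, 15 min, RT) read afterwards.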
An asterisk follows results filed as active. Unless noted, calls follow the shape of the dose curve; as a rule, active = well fitted curve in the direction sought with a large enough effect; inconclusive = small, poorly fitted or top-dose-only effect, or another doubt; inactive = no such curve, though single readings can be large; an effect the other way counts as inactive or inconclusive.

`COc1ccc(C2NCCc3sccc32)cc1` (centres undefined) gave CCT modulator 1.8, pAkt inh inactive, TGFb inhibitor 10.3%, ATXN viability inactive, Nrf2 ARE act 0.8%, HepG2 tox 2.7%, MmCpn inh 1.1%, Nrf2 block inconclusive and A549 viability 8.2%.
For O=C(COc1ccccc1)NCCSc1ccccc1 the results were CCT modulator 2.0, pAkt inh inactive, TGFb inhibitor -14.2%, ATXN viability inactive, Nrf2 ARE act 2.9%, HepG2 tox -20.4%, MmCpn inh 0.2%, Nrf2 block 7.4% and A549 viability -1.4%.
`CCOC(=O)c1cccc(NC(=O)c2cnccn2)c1` gave CCT modulator -5.1, pAkt inh inconclusive, TGFb inhibitor -7.2%, ATXN viability inactive, Nrf2 ARE act 0.0%, HepG2 tox 0.6%, MmCpn inh 1.6%, Nrf2 block 2.8% and A549 viability -3.2%.
`CC1CCCCN1CCCNC(=O)C1CCN(c2nnc(-n3cccc3)s2)CC1` (centres undefined) gave CCT modulator -1.2, pAkt inh inactive, TGFb inhibitor -25.7%, ATXN viability inactive, Nrf2 ARE act -0.5%, HepG2 tox -11.9%, MmCpn inh 2.3%, Nrf2 block inconclusive and A549 viability 3.1%.
`O=C(C1COc2ccccc2O1)N1CCN(c2ccccn2)CC1` (centres undefined) gave CCT modulator 1.0, pAkt inh inactive, TGFb inhibitor 1.6%, ATXN viability inactive, Nrf2 ARE act -0.2%, HepG2 tox -3.2%, MmCpn inh -1.2%, Nrf2 block 3.8% and A549 viability -1.7%.
Cc1oc(C(=O)O)cc1COc1ccc2c3c(c(=O)oc2c1)CCC3 was read as CCT modulator 1.3, TGFb inhibitor -0.1%, Nrf2 ARE act 2.6%, HepG2 tox 2.3%, MmCpn inh 0.1%, Nrf2 block 10.0% and A549 viability -1.0%.
`Nc1nnc2c(C(F)(F)F)nc3ccccc3n12` gave CCT modulator 2.1, pAkt inh inactive, TGFb inhibitor 0.0%, ATXN viability inactive, Nrf2 ARE act 2.1%, HepG2 tox -37.0%, MmCpn inh -0.1%, Nrf2 block inconclusive and A549 viability -4.4%.
`O=C(CSc1nc2c(c(=O)[nH]1)CN(Cc1ccc3c(c1)OCO3)CC2)Nc1cc(F)ccc1F` gave TGFb inhibitor -4.4%, ATXN viability inactive, Nrf2 ARE act 0.3%, HepG2 tox -11.3%, Nrf2 block 12.6% and A549 viability 3.3%.
Screening O=S(=O)(Nc1ccc2c(c1)OCCO2)c1ccc(F)cc1 returned CCT modulator -0.6, pAkt inh inactive, TGFb inhibitor -0.5%, ATXN viability inactive, Nrf2 ARE act -0.3%, HepG2 tox -26.9%, MmCpn inh -0.3% and A549 viability 5.5%.
Screening CCOc1ccc(Br)cc1S(=O)(=O)Nc1nc(CN2CCOCC2)nc2sc(C)c(C)c12 returned CCT modulator -1.8, pAkt inh inactive, TGFb inhibitor 6.6%, ATXN viability inactive, Nrf2 ARE act -0.2%, HepG2 tox -16.6%, MmCpn inh -2.0% and A549 viability 7.9%.
`CCO[C@@H]1OC(C(=O)N2CCN(Cc3ccc4c(c3)OCO4)CC2)=C[C@H](C)[C@H]1CCCO` gave CCT modulator -1.0, pAkt inh inactive, TGFb inhibitor 4.0%, ATXN viability inactive, Nrf2 ARE act 0.3%, HepG2 tox -4.1%, Nrf2 block inconclusive and A549 viability 9.0%.
Screening CCSc1nc2sc3c(c2c(=O)n1CC)CC(C)(C)OC3 returned CCT modulator -0.3, pAkt inh inactive, TGFb inhibitor 1.7%, ATXN viability inactive, Nrf2 ARE act 1.0%, HepG2 tox 2.1%, MmCpn inh -3.2% and A549 viability 8.8%.
For COc1ccccc1NC(=O)CCNS(=O)(=O)c1ccc2c(c1)CC(C)N2C(=O)C1CC1 (centres undefined) the results were CCT modulator -0.6, pAkt inh inactive, TGFb inhibitor inconclusive, ATXN viability inactive, Nrf2 ARE act 0.4%, HepG2 tox -3.2%, MmCpn inh 4.8%, Nrf2 block inconclusive and A549 viability -14.8%.
Screening Cc1onc(-c2ccccc2)c1C(=O)Nc1ccccc1N1CCOCC1 returned CCT modulator 0.6, pAkt inh inactive, TGFb inhibitor inconclusive, ATXN viability inactive, Nrf2 ARE act -0.2%, HepG2 tox -1.9%, MmCpn inh 1.4%, Nrf2 block -12.5% and A549 viability -2.2%.
COc1ccc(NC(=O)c2cc(-c3cc(F)ccc3OC)n[nH]2)cn1 was read as CCT modulator -0.5, pAkt inh inactive, TGFb inhibitor 8.9%, ATXN viability inconclusive, Nrf2 ARE act 7.1% and HepG2 tox -24.0%.
For O=C(COc1ccccc1-c1ccccc1)NCc1cccc(Cl)c1 the results were CCT modulator -1.4, pAkt inh inactive, TGFb inhibitor inconclusive, ATXN viability inactive, Nrf2 ARE act 5.0%, HepG2 tox -23.7%, MmCpn inh 0.4%, Nrf2 block -12.5% and A549 viability 7.1%.
For Cc1ccc2oc(-c3cc(NC(=O)c4cccs4)cc(C)c3O)nc2c1 the results were TGFb inhibitor 18.6%, ATXN viability inactive, Nrf2 ARE act 0.6%, HepG2 tox 1.6%, Nrf2 block 8.6% and A549 viability -1.0%.
Screening Cc1cccc(OCC(=O)Nc2ccc(C(=O)c3ccc(C(=O)O)cc3)cc2)c1 returned CCT modulator -2.6, pAkt inh inactive, TGFb inhibitor -5.6%, ATXN viability inactive, Nrf2 ARE act -0.4%, HepG2 tox -0.5%, MmCpn inh 2.7%, Nrf2 block -2.4% and A549 viability 4.5%.
`O=C1NC(=S)S/C1=C\c1ccc(SCc2ccccc2)o1` gave CCT modulator 0.2, pAkt inh inactive, TGFb inhibitor -29.5%, ATXN viability inactive, Nrf2 ARE act 24.9%, HepG2 tox -32.7%, MmCpn inh -0.9%, Nrf2 block 20.6µM* and A549 viability inconclusive.
For CN(CC(=O)Nc1ccccc1Cl)C(=O)COC(=O)/C=C/c1ccc(C(F)(F)F)cc1 the results were CCT modulator 1.5, pAkt inh inactive, TGFb inhibitor 16.5%, ATXN viability inactive, Nrf2 ARE act 1.9%, HepG2 tox -2.4%, MmCpn inh -1.3%, Nrf2 block 17.0% and A549 viability -0.4%.
Screening NS(=O)(=O)c1cc(Br)c2c(c1)S(=O)(=O)NCN2 returned CCT modulator 0.2, pAkt inh inactive, TGFb inhibitor 4.1%, ATXN viability inactive, Nrf2 ARE act -0.5% and HepG2 tox -10.4%.
`Brc1ccc(-c2nnc3sc(CN4CCN(c5ccccc5)CC4)cn23)cc1` gave CCT modulator 0.0, TGFb inhibitor 5.3%, ATXN viability inactive, Nrf2 ARE act 2.2%, HepG2 tox -7.8%, MmCpn inh -2.3% and A549 viability -4.4%.
Cc1noc(Cn2c(=O)c3ccccc3n(CC(=O)Nc3cccc(Cl)c3C)c2=O)n1 was read as TGFb inhibitor -3.1%, Nrf2 ARE act -1.0%, HepG2 tox -9.8%, Nrf2 block 17.0% and A549 viability -1.4%.
`CCCCn1nnnc1SCC(=O)Nc1sc2c(c1C#N)CCCC2` gave CCT modulator -0.6, pAkt inh inactive, TGFb inhibitor -5.5%, ATXN viability inactive, Nrf2 ARE act 0.0%, HepG2 tox -1.8%, MmCpn inh -2.5%, Nrf2 block inconclusive and A549 viability -5.1%.
CC(=O)N1c2ccc(S(=O)(=O)N3CCC(C(=O)N4CCCCC4)CC3)cc2CC1C (centres undefined) was read as CCT modulator -5.2, pAkt inh inactive, TGFb inhibitor -11.2%, ATXN viability inactive, Nrf2 ARE act -0.6%, HepG2 tox -16.3%, MmCpn inh 3.4%, Nrf2 block inconclusive and A549 viability -8.5%.
COc1ccc(C2c3cc(OC)c(OC)cc3CCN2C(=O)c2cccc([N+](=O)[O-])c2)cc1OC (centres undefined) was read as CCT modulator 0.7, pAkt inh inactive, TGFb inhibitor 2.6%, ATXN viability inactive, Nrf2 ARE act 0.7%, HepG2 tox -16.1%, MmCpn inh -0.5%, Nrf2 block -6.1% and A549 viability -3.3%.
`O=C(c1cc(Cl)cc(Cl)c1)N1CCC(=O)N([C@H](COCc2ccccc2)Cc2ccccc2)CC1` gave CCT modulator 0.4, pAkt inh inactive, ATXN viability inconclusive and Nrf2 ARE act 2.0%.
Screening CSCCC(Nc1ncnc2ccc(Br)cc12)C(=O)O (centres undefined) returned CCT modulator -1.1, pAkt inh inactive, TGFb inhibitor -7.6%, ATXN viability inactive, Nrf2 ARE act -0.6%, HepG2 tox 0.0%, MmCpn inh -6.7%, Nrf2 block 9.0% and A549 viability -4.5%.
COc1ccccc1NC(=O)C(C)OC(=O)C1CCN(S(=O)(=O)c2ccc(C)c(C)c2)CC1 (centres undefined) was read as CCT modulator -3.5, pAkt inh inactive, TGFb inhibitor -22.8%, ATXN viability inactive, Nrf2 ARE act -0.4%, HepG2 tox -10.3%, MmCpn inh -0.4%, Nrf2 block -9.6% and A549 viability 6.4%.
Screening C/C=C/C(=O)Nc1cccc(C(F)(F)F)c1 returned CCT modulator -0.7, pAkt inh inactive, TGFb inhibitor 9.3%, ATXN viability inactive, Nrf2 ARE act 0.2%, HepG2 tox -7.9%, MmCpn inh 0.2%, Nrf2 block 13.1% and A549 viability -3.6%.
`C=CCNC(=O)C1CC(=O)N(c2ccc(OCC(=O)Nc3c(C)cccc3C)cc2)C1` (centres undefined) gave CCT modulator -1.4, pAkt inh inactive, TGFb inhibitor -16.6%, ATXN viability inactive, Nrf2 ARE act -0.5%, HepG2 tox -14.3%, MmCpn inh 2.7%, Nrf2 block -1.9% and A549 viability -9.0%.

Screening results: PubChem BioAssay, National Center for Advancing Translational Sciences (NCATS)
